Screens from PubChem BioAssay.
Ba/F3 V617F tox – reduced viability of JAK2V617F-dependent Ba/F3 cells, primary screen, JAK2V617F inhibitor project, cell-based, Ba/F3 EpoR-JAK2V617F, luminescence. ATP luminescence. inhibition, % at 5.6 µM. hit rate 1.1% among 220,000. AID 1446, 2008;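 active means inhibition above the campaign mean plus 3 SD over all tested compounds, cut at about 24% in these data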;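 further: cytokine-independent growth of Ba/F3 cells driven by EpoR plus mutant JAK2; 0% = DMSO-treated cells and 100% = JAK inhibitor I control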
S1P4 ag – S1P4 receptor agonists, primary screen, cell-based; activation, % at 4.98 µM; hit rate 0.35% among 220,000; S1P4-expressing cell line, agonist reporter assay; Sphingosine 1-phosphate receptor 4 (Homo sapiens), O95977; in the data active means activation above about 11%;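 further: 0% = DMSO vehicle and 100% = reference agonist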
Target sequence (O95977 whole entry, looked up): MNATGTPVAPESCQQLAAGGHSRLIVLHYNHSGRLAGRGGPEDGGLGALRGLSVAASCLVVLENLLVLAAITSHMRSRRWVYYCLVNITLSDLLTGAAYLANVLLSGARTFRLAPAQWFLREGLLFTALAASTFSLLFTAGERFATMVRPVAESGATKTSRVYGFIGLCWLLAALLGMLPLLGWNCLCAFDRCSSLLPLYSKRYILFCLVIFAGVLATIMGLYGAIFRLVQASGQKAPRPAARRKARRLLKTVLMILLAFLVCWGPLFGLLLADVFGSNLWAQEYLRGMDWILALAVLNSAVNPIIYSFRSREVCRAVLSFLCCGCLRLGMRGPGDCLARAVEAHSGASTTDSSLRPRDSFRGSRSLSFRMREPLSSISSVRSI
S1P4 antagonist – S1P4 receptor antagonists, primary screen, cell-based | hit rate 0.26% among 220,000 | AID 1510, 2009 | inhibition, % at 4.98 µM | S1P4-expressing cells, antagonist mode, reporter read-out; in the data active means inhibition above about 29%;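 further: 0% = wells stimulated with agonist and 100% = vehicle wells without agonist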
CHOP inhibitor – inhibitors of CHOP promoter induction, primary screen, cell-based, unfolded protein response, luciferase reporter; CHO-K1 CHOP-promoter luciferase, tunicamycin-induced, 15-18 h; inhibition, % at 10 µM; hit rate 3.8% among 220,000; AID 2732, 2010;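 active means compounds that reduced the stress-induced luciferase reporter signal by more than about 70% of percent inhibition, limit read from the data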;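 further: 0% = tunicamycin plus vehicle and 100% = wells without tunicamycin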
NPY-Y2 PAM-ag – NPY-Y2 potentiators or agonists, primary screen, cell-based. cells expressing NPY-Y2, potentiator/agonist read-out. Neuropeptide Y receptor type 2 (Homo sapiens), P49146. activation, % at 3.6 µM. AID 1359, 2008. hit rate 0.45% among 220,000; in the data active means activation above about 27%;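 further: cells stimulated with NPY near EC25 plus isoproterenol at EC100; 0% = vehicle plus submaximal agonist and 100% = vehicle plus saturating agonist; some results beyond the cut were filed as inactive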
NPY Y1 blocker – NPY-Y1 receptor antagonists, primary screen, cell-based; HEK293-CNG Y1 cells, membrane potential fluorescence; NPY at EC95, then isoproterenol; inhibition, % at 3.6 µM; hit rate 1% among 200,000; AID 1040, 2008;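 active means inhibition above the campaign mean inhibition of all tested compounds plus 3 SD, cut at about 20% in these data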;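 further: 0% = DMSO wells given NPY plus isoproterenol and 100% = isoproterenol alone without NPY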
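Material: HEK293 Y1/CNG channel cell line; also added: NPY (25 nM), isoproterenol (1 µM), Ro 20-1724 (25 µM); doses: one concentration, 3.6 µM, in 0.4% DMSO; schedule: compound incubation 1 h at room temperature, readout 45 min post-stimulation; technique: membrane potential fluorescence; measure: fluorescence ratio normalized to % inhibition between controls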
NCF1 inh – p47phox/p22phox peptide binding inhibitors, primary screen, biochemical, uHTS, NADPH oxidase regulatory subunit; inhibition, % at 24.7 µM; hit rate 0.53% among 220,000; fluorescence polarization, 2 h; Neutrophil cytosol factor 1 (Homo sapiens), P14598;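 active means inhibition above about 30%, limit read from the data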;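 further: 0% = p47phox with labelled peptide and 100% = labelled peptide alone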
Target sequence (P14598 whole entry, looked up): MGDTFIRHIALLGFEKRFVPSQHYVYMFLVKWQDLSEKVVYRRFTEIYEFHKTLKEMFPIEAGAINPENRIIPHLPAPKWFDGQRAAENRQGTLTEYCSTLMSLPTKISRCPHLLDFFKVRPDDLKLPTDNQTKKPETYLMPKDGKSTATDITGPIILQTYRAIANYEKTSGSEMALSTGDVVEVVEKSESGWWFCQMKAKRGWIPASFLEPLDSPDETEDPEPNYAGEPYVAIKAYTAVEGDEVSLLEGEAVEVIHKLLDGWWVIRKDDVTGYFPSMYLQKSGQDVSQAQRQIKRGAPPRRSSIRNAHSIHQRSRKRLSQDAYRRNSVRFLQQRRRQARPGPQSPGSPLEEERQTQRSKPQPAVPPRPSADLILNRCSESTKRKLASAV
BaF3 parental – parental Ba/F3 cell viability inhibition, counter-screen for JAK2V617F inhibitor project, murine pro-B, CellTiter-Glo luminescence; CellTiter-Glo ATP luminescence; inhibition, % at 5.6 µM; hit rate 1.1% among 220,000; AID 1486, 2009;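 active means inhibition above a per-campaign cutoff, the mean inhibition of all tested compounds plus 3 SD, cut at about 27% in these data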;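 further: 0% = DMSO wells and 100% = JAK Inhibitor I control wells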
NPY1 pot ag – NPY-Y1 receptor potentiators or agonists, primary screen, cell-based. hit rate 0.37% among 220,000. NPY-Y1 expressing cells, potentiator/agonist activation. AID 1304, 2008. activation, % at 3.6 µM. Neuropeptide Y receptor type 1 (Homo sapiens), P25929; in the data active means activation above about 33%, passing the limit was not always enough;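 further: cells stimulated with NPY at EC10 then isoproterenol at EC100; 0% = low agonist plus stimulus and 100% = saturating agonist plus stimulus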
Numbers without * were called inactive; / = no result given.

nr	smiles	Ba/F3 V617F tox	S1P4 ag	S1P4 antagonist	CHOP inhibitor	NPY-Y2 PAM-ag
1	COc1cccc(OC)c1OCCCOc1cccc2cccnc12	1	0.9	2	-8	-17
2	Cn1c(=O)cc(OCCCC(=O)Nc2cccnc2)c2ccccc21	2	2.5	-13	6	-28
3	CCOC(=O)C1C2C=CC3(CN(C4CCCC4)C(=O)C13)O2 (stereo not given)	-1	1.2	2	-8	-10
4	Cc1ccc(Nc2nc(N)nc(CSc3nccn3C)n2)c(C)c1	2	1.7	-7	-4	-3
5	Cn1cnc(S(=O)(=O)Nc2cc(-c3ccc(Cl)cc3)nn2C)c1	-5	0.3	10	0	6
6	Cc1ccc(CC2S/C(=C(/C#N)C(=O)NCc3ccco3)N(c3ccccc3)C2=O)cc1 (stereo not given)	-3	0.9	-17	32	11
7	CN(C)n1cnc2ccsc2c1=O	-1	0.5	6	-8	15
8	COc1cc(OC)cc(C(=O)N2CCN(S(C)(=O)=O)CC2)c1	2	-0.5	-14	-5	-6
9	Cc1ccccc1S(=O)(=O)Cc1ccc(C(=O)NCc2cccs2)o1	2	2.1	-2	17	2
10	Cc1noc(C)c1C(=O)OCC(=O)Nc1ccccc1C(=O)NC(C)c1ccccc1 (stereo not given)	0	-1.2	2	0	-2

nr	NPY Y1 blocker	NCF1 inh	BaF3 parental	NPY1 pot ag
1	10	-1	4	-13
2	2	1	7	16
3	1	-9	5	-1
4	2	-3	5	18
5	/	2	-3	-10
6	2	-3	2	9
7	-1	-3	1	-2
8	0	-2	6	0
9	0	-11	3	12
10	3	-8	9	2

Later entries
nr	smiles	Ba/F3 V617F tox	S1P4 ag	S1P4 antagonist	CHOP inhibitor	NPY-Y2 PAM-ag
11	CCOc1ccc(C(C)=O)cc1CSc1nnc(-c2ccoc2C)n1N	0	-0.1	-3	-5	-21
12	CN1CCCN(C(=O)C2CCCCC2)CC1	4	1.5	-13	-4	0
13	COc1ccc(CC(=O)OCC(=O)NC(=O)NC23CC4CC(CC(C4)C2)C3)cc1	-2	0.6	1	96*	-2
14	CC(C)CCOCc1nc2sc3c(c2c(=O)[nH]1)CCC(C)C3 (stereo not given)	0	1.8	-1	64	0
15	CC(=O)OC1CC(C)(C)N(OC(=O)c2ccccc2)C(C)(C)C1	-4	2.3	-9	14	18
16	CCCCCCNCc1cccc(Br)c1	6	1.6	-4	2	-9
17	Oc1cccc(/C=N/NC(=S)NCCN2CCOCC2)c1O	0	0.3	-8	39	3
18	CCOc1ccc(S(=O)(=O)NCCC(=O)NCc2ccco2)cc1	-4	-1.2	-13	14	6
19	O=C(CSc1nnnn1C1CCCCC1)NCc1ccco1	1	-1.2	-5	35	-6
20	C/C(=N\NC(=O)CCC(=O)Nc1ccccc1)c1cccs1	-3	0.4	-17	-9	14

nr	NPY Y1 blocker	NCF1 inh	BaF3 parental	NPY1 pot ag
11	8	-20	5	-10
12	2	1	3	-18
13	-3	-1	4	3
14	0	-34	6	15
15	2	0	0	-3
16	1	5	4	-19
17	-1	-6	0	-8
18	2	-2	1	14
19	5	-7	0	-5
20	-5	-12	6	4

New compounds follow.
nr	smiles	Ba/F3 V617F tox	S1P4 ag	S1P4 antagonist	CHOP inhibitor	NPY-Y2 PAM-ag
21	CCOC(=O)n1c(=O)n(Cc2ccccc2Cl)c2ccccc21	-4	-1.8	-13	19	7
22	COCCCNC(=O)Cn1ncc2ccsc2c1=O	-1	-0.4	4	-12	-10
23	Cc1cccc(C(=O)N2CCC(=O)N(C(COCc3ccccc3)Cc3ccccc3)CC2)c1 (stereo not given)	0	1.1	16	6	1
24	O=C(NCc1ccccn1)c1nnc(Cc2ccc(Cl)cc2)o1	0	-0.4	2	8	-1
25	CCN(CC)S(=O)(=O)c1ccc2c(c1)c(=O)c(C(=O)NCCCN(C)c1ccccc1)cn2C	-2	0.4	-15	32	17
26	O=C1NC(C(=O)O)=CC(c2ccc([N+](=O)[O-])cc2)N1 (stereo not given)	-4	-0.2	-2	1	12
27	CCOC(=O)C1=C(C)Nc2nc3ccccc3n2C1c1ccc(O)cc1 (stereo not given)	-1	-0.2	-8	-1	17
28	O=C(Nc1cc(Cl)ccc1Oc1ccccc1)c1cnccn1	-3	1.0	11	44	2
29	Cc1ccoc1C(=O)Nc1ccc(CC(=O)O)cc1	2	0.4	-1	73*	15
30	CC(C)n1c(=O)c2c(O)cc(=O)oc2c2ccccc21	-3	2.8	1	-16	-12

nr	NPY Y1 blocker	NCF1 inh	BaF3 parental	NPY1 pot ag
21	4	-10	1	11
22	4	-11	8	3
23	-1	-5	6	1
24	0	-2	4	0
25	3	-13	2	17
26	/	-3	-1	16
27	/	-2	0	26
28	4	-12	0	11
29	2	8	7	-13
30	5	-31	-2	7

Single records, as listed above:
`Cc1ccc(CC2S/C(=C(/C#N)C(=O)NCc3ccco3)N(c3ccccc3)C2=O)cc1` (stereo not given) as listed: Ba/F3 V617F tox: -3; S1P4 ag: 0.9; S1P4 antagonist: -17; CHOP inhibitor: 32; NPY-Y2 PAM-ag: 11; NPY Y1 blocker: 2; NCF1 inh: -3; BaF3 parental: 2; NPY1 pot ag: 9
`Cc1ccc(Nc2nc(N)nc(CSc3nccn3C)n2)c(C)c1` as listed: Ba/F3 V617F tox: 2; S1P4 ag: 1.7; S1P4 antagonist: -7; CHOP inhibitor: -4; NPY-Y2 PAM-ag: -3; NPY Y1 blocker: 2; NCF1 inh: -3; BaF3 parental: 5; NPY1 pot ag: 18

(more compounds)
nr	smiles	Ba/F3 V617F tox	S1P4 ag	S1P4 antagonist	CHOP inhibitor	NPY-Y2 PAM-ag
31	CCN(c1cccc(C)c1)S(=O)(=O)c1cccc2nsnc12	0	-1.1	-1	10	5
32	COC(=O)/C=C1/SC(=Nc2ccc(Cl)c(Cl)c2)NC1=O	-3	1.0	-15	7	4
33	O=C(CSCc1ccc([N+](=O)[O-])cc1)Nc1ccccc1C(=O)O	1	0.3	16	1	-8
34	CC[n+]1c(C)cc2c(sc3ccccc32)c1C	88*	1.4	-9	-11	-7
35	CCCCCCCCC(=O)Nc1cc(C)ccc1OC	-5	1.5	-7	39	-7
36	Cc1ccc(NC(=O)c2c(C(F)(F)F)nn(C)c2Cl)cc1C	-2	0.2	-13	29	-1
37	COP(=O)(OC)C(Nc1cc(Cl)cc(Cl)c1)c1cccc(O)c1 (stereo not given)	-3	0.8	-15	9	13
38	CN(C(=O)c1ccccn1)c1nnc(-c2cnccn2)s1	0	-1.4	-7	14	8
39	Cc1cccc(NC(=O)Cn2cnc3c(oc4ccccc43)c2=O)c1C	-3	1.9	-25	21	3
40	Cc1cccc(NC(=S)NN(Cc2ccccc2)c2ccccc2)c1C	-1	-1.1	19	13	-10

nr	NPY Y1 blocker	NCF1 inh	BaF3 parental	NPY1 pot ag
31	7	-6	1	-4
32	/	-4	-1	-15
33	0	-2	7	7
34	-1	33*	71*	-10
35	6	-8	3	8
36	5	-6	3	-16
37	-10	-8	3	33
38	-3	-15	-1	-10
39	0	0	-7	16
40	12	-2	5	-13

An excerpt of these results, with values under each structure.
Screens in order: Ba/F3 V617F tox	S1P4 ag	S1P4 antagonist	CHOP inhibitor	NPY-Y2 PAM-ag	NPY Y1 blocker	NCF1 inh	BaF3 parental	NPY1 pot ag
16. CCCCCCNCc1cccc(Br)c1
  6	1.6	-4	2	-9	1	5	4	-19
11. CCOc1ccc(C(C)=O)cc1CSc1nnc(-c2ccoc2C)n1N
  0	-0.1	-3	-5	-21	8	-20	5	-10
14. CC(C)CCOCc1nc2sc3c(c2c(=O)[nH]1)CCC(C)C3 (stereo not given)
  0	1.8	-1	64	0	0	-34	6	15
6. Cc1ccc(CC2S/C(=C(/C#N)C(=O)NCc3ccco3)N(c3ccccc3)C2=O)cc1 (stereo not given)
  -3	0.9	-17	32	11	2	-3	2	9
38. CN(C(=O)c1ccccn1)c1nnc(-c2cnccn2)s1
  0	-1.4	-7	14	8	-3	-15	-1	-10

Carrying on.
nr	smiles	Ba/F3 V617F tox	S1P4 ag	S1P4 antagonist	CHOP inhibitor	NPY-Y2 PAM-ag
41	COC(=O)CCC(=O)Nc1cccc2ccccc12	-1	0.1	-6	3	3
42	COc1ccc(/C=N/N2CCOCC2)cc1COc1ccc(F)cc1	2	-0.2	-21	25	6
43	CC(=O)c1ccc(N=Nc2ccc(N(C)C)cc2)cc1	-1	1.3	-6	46	3
44	CCCCOC(=O)c1ccc(-c2ccc(/C=N/NC(=S)NCC)o2)cc1	-3	1.7	-7	58	-6
45	CN(C)S(=O)(=O)c1ccc(C(=O)N2CCN(S(=O)(=O)c3cccs3)CC2)cc1	2	0.2	-32	8	3
46	CC(Sc1nncs1)C(=O)NCC(=O)Nc1ccc(F)c(F)c1F (stereo not given)	-2	1.8	-1	4	-1
47	CCOC(=O)C/C(C)=N/NC(=O)COc1ccccc1C	4	89*	-17	10	5
48	COC(=O)c1ccc(NC(=O)C(OC)c2ccccc2)cc1 (stereo not given)	-1	-0.6	-10	-4	7
49	Cc1cccc(Nc2nnc(SCc3cc(=O)n4cc(C)ccc4n3)s2)c1	3	1.0	-22	-9	-16
50	Fc1ccc2c(c1)C(c1cccnc1)=NNC(c1cccs1)=N2	-1	2.7	-24	-3	16
51	COc1ccc(/C=C2\CCc3ccccc3C2=O)cc1CN1CCOCC1	0	1.6	9	-9	3
52	CCn1cc(/C=N\NC(=O)c2ccc(Cl)cc2)cn1	-1	3.1	-4	23	-2
53	O=C(N/N=C/c1ccc(N2CCOCC2)o1)c1cccc([N+](=O)[O-])c1	6	0.0	-12	20	-2

nr	NPY Y1 blocker	NCF1 inh	BaF3 parental	NPY1 pot ag
41	6	-14	1	-3
42	-1	-9	8	-9
43	-6	-9	6	24
44	4	-24	0	3
45	2	-4	7	-11
46	-1	-11	3	-8
47	12	2	2	4
48	0	6	3	3
49	-1	-21	8	-9
50	4	-8	-1	10
51	/	-9	-2	-6
52	3	0	6	-11
53	5	-5	5	1

Rows were taken by chance; overall some 7.1% were active at least once.
